LEDGF integ inh: blockers of LEDGF/p75-dependent integrase strand transfer – biochemical, TR-FRET, high throughput, primary screen | inhibition, % at 3.7 µM | HIV-1 integrase (with human LEDGF/p75) | AID 743269, 2014 | hit rate 0.64% among 370,000 | TR-FRET IN-LEDGF/p75 DNA integration, Eu/Cy5;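 active = inhibition above the screen-wide mean plus 3 SD, cut at about 13% in these data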;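 note: signal is the Cy5 over europium emission ratio at 671 and 618 nm; 0% = plate median of compound wells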
rCAG RNA binder: binders of r(CAG) RNA repeats, primary screen, biochemical, fluorescence; r(CAG) RNA repeat, TO-PRO-1 dye displacement fluorescence; inhibition, % at 3 µM; hit rate 1.3% among 370,000; AID 651821, 2012;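 active = inhibition above the plate cutoff, the mean of all test compounds on that plate plus 3 SD, cut at about 35% in these data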;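 note: 0% = DMSO alone and 100% = 100 µM mitoxantrone as full dye displacement; higher means more dye released from RNA so lower well fluorescence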
SIAE inh: human SIAE inhibitors, primary screen, biochemical, fluorescence polarization, FP-Rh probe, 1536-well HTS | Sialate O-acetylesterase (Homo sapiens), Q9HAT2 | inhibition, % at 9.66 µM | SIAE FP-Rh probe binding | AID 1053197, 2014 | hit rate 0.69% among 370,000;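 active = inhibition above a cutoff: mean of compounds within the control limits plus 3 SD of those, cut at about 17% in these data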;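 note: 0% = plate median of compound wells and 100% = probe without SIAE protein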
TDP2 absorb: human TDP2 enzyme inhibitors, primary screen, biochemical, epi absorbance, recombinant enzyme. inhibition, % at 12.8 µM. AID 720702, 2013. hit rate 0.34% among 370,000. Tyrosyl-DNA phosphodiesterase 2 (Homo sapiens), O95551. T5PNP hydrolysis, p-nitrophenol absorbance 415 nm;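 active = inhibition above the mean of all tested compounds plus 3 SD, set per campaign, cut at about 25% in these data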;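 note: 0% = DMSO with enzyme and 100% = buffer with substrate but no TDP2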
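Assay system: recombinant human TDP2 / Reagent: T5PNP substrate at 5 mM, a TopII-DNA adduct mimic / Measured by: epi absorbance from released p-nitrophenol / Evaluation: % inhibition relative to enzyme-containing and enzyme-free wells / Control set: enzyme-free and DMSO wells / Replicates: each compound tested once, singlicate / Schedule: enzyme reaction with compound for 2 h at 37 °C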
PRMT1 FP inh: PRMT1 methyltransferase inhibitors, primary screen, biochemical, fluorescence polarization; inhibition, % at 2.79 µM; recombinant PRMT1, activity-based probe fluorescence polarization; hit rate 1.3% among 370,000; Protein arginine N-methyltransferase 1 (Homo sapiens), Q99873; AID 652257, 2013;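 active = inhibition above about 21% made by adding two undisclosed values, limit read from the data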
Target sequence (Q99873 whole entry, looked up): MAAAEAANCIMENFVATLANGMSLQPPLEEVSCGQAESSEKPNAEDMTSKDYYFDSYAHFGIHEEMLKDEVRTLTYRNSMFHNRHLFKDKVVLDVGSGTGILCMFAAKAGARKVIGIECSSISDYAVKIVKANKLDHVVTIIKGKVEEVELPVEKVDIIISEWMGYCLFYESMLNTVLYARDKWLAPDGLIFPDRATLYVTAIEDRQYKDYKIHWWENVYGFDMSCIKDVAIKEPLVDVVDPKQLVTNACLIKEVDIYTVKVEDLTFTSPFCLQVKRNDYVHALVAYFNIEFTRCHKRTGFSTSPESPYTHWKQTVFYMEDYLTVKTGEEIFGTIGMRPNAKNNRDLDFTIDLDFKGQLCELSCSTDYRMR
HTRA1 inhibitor: HTRA1 serine protease inhibitors, primary screen, biochemical, fluorescence polarization, HTS; inhibition, % at 5.96 µM; recombinant HTRA1, FP-rhodamine activity-based probe; hit rate 0.5% among 340,000; in the data active = inhibition above about 36%;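 note: 0% = enzyme with DMSO and 100% = wells lacking enzyme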
TCR CD3 inh: inhibitors of human TCR-CD3 interaction, primary screen, biochemical, fluorescence, TAMRA-labeled TCR probe; T-cell receptor (TCR); inhibition, % at 9.4 µM; hit rate 0.37% among 360,000; AID 651800, 2012; in the data active = inhibition above about 19%;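 note: recombinant mutant TCR 2C K166C tagged with TAMRA read by polarization; 0% = receptor in buffer alone and 100% = receptor with positive control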
MBD2 DNA inh: inhibitors of MBD2 binding to methylated DNA, primary screen, biochemical, TR-FRET, DNA-binding domain, human; AID 686964, 2013; MBD2 binding to methylated oligonucleotide; inhibition, % at 4.4 µM; hit rate 0.31% among 370,000; in the data active = inhibition above about 13%
Target sequence (Q9UBB5 whole entry, looked up, the tested form may be a part): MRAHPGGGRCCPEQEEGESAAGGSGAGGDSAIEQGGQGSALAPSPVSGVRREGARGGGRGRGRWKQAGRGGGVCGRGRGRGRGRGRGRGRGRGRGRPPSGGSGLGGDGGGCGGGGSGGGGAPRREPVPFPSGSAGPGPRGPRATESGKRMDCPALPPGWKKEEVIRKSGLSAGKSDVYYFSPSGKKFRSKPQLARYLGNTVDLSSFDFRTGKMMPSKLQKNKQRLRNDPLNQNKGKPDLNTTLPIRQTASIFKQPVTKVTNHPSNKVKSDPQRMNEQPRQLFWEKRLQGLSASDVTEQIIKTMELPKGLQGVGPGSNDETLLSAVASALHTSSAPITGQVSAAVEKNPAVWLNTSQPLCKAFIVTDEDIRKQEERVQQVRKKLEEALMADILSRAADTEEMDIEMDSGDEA
GC-B act: human GC-B receptor activators, primary screen, HEK293 GC-B cells, cGMP TR-FRET, EC30 CNP; Atrial natriuretic peptide receptor 2 (Homo sapiens), P20594; 0% at EC30 CNP, 100% saturating CNP; activation, % at 10 µM; hit rate 0.11% among 370,000;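 active = activation at 10 µM reaching about 35% in either raw or pattern-adjusted values, limit read from the data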
ABHD4 inh: ABHD4 inhibitors, primary screen, biochemical, fluorescence polarization, mouse. AID 720543, 2013. inhibition, % at 8.92 µM. (Lyso)-N-acylphosphatidylethanolamine lipase (Mus musculus), Q8VD66. purified mABHD4, FP-Rh probe fluorescence polarization. hit rate 0.54% among 370,000;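 active = inhibition exceeding the mean over every tested compound plus 3 SD, cut at about 30% in these data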;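 note: 0% = plate median of compound wells and 100% = S159A mutant with DMSO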
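assay system = mABHD4 protein | compound dosing = single nominal dose of 8.92 µM, 0.89% DMSO final | read-out basis = percent inhibition of probe binding, normalized to plate controls | schedule = Enzyme–compound pre-incubation 45 min, then probe 60 min, both 25 °C | detection = fluorescence polarization, excitation 525 nm, emission 598 nm, BODIPY TMR filters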
An asterisk follows results filed as active; · = no result given. Not all compounds are listed; count on the stated rates, not on these rows.

Order of results: LEDGF integ inh, rCAG RNA binder, SIAE inh, TDP2 absorb, PRMT1 FP inh, HTRA1 inhibitor, TCR CD3 inh, MBD2 DNA inh, GC-B act, ABHD4 inh
- Cc1[nH]c(=O)[nH]c(=O)c1S(=O)(=O)N1CCCc2ccccc21
 : 6, 2, 1, 15, -4, 1, 7, -5, 3, 6
- Cc1cccc(OC(=O)c2ccncc2)c1C
 : -5, -3, -6, -12, 0, 0, 5, -1, -7, 7
- CCc1cccc(C)c1NC(=S)NCc1ccc2c(c1)cc(C)n2C
 : 3, 19, 4, 6, 1, 23, 11, -4, 1, 9
- CC#CC(=O)N1CCC(CO)(CCc2ccccc2)CC1
 : 1, -3, 2, 7, -1, 0, 6, 1, 2, 0
- Cc1ccc(S(=O)(=O)Nc2cccc(C(=O)NCCCN3CCOCC3)c2)cc1F
 : -1, -2, 5, 6, 4, -7, -4, 1, 1, 7
- O=C(COc1cccc(C(F)(F)F)c1)Nc1cccnc1
 : 1, 0, 2, -6, 0, 1, 1, 1, 4, 0
- COc1cc(C2C(C#N)=C(N)Oc3c2ccc2ccccc32)ccc1OCC(=O)Nc1cccc(C)c1 (stereo not given)
 : 5, 53*, -40, 3, 3, -90, 2, 2, 4, -23
- CCOc1ccc(-c2noc(-c3cccnc3)n2)cc1OCC
 : -4, 0, -8, -10, 0, ·, -8, 3, -1, -5
- Cc1nc2ccccc2n1CCOc1ccc(F)cc1
 : 1, 1, 1, 6, 1, 1, -5, 0, 8, -3
- CN1C(=O)N(CC(=O)NCc2ccc(Cl)cc2Cl)C(=O)C12CCCCC2
 : -2, 2, -1, 3, 0, 0, 1, -7, 2, 1
- COc1ccc(NC(=O)C(c2ccc(C(F)(F)F)cc2)n2c(=O)c(-c3cc4ccccc4[nH]3)nc3ccccc32)cc1 (stereo not given)
 : 3, 20, -19, 2, 2, ·, 13, -2, -7, -23
- NNC(=O)CNC(c1ccccc1)c1cc(Br)ccc1NC(=O)c1ccc(Br)cc1 (stereo not given)
 : -3, 4, -7, 2, 1, -51, -2, 2, -7, -1
- CSc1ccc(C(C(C(=O)c2cccs2)N2CCOCC2)N2CCOCC2)cc1 (stereo not given)
 : 1, 4, -1, -8, 1, -11, 7, -5, -2, -5
- Nc1nnc(CCOc2ccccc2Cl)s1
 : 2, 0, 1, -3, 0, -4, 9, 4, -3, -4
- COC(=O)c1ccc(CSc2nc(-c3ccccc3)cs2)o1
 : -3, -1, -3, -3, -1, -18, 2, 0, 7, -5

13 entries from above, as tab-separated lines:
Compound	LEDGF integ inh	rCAG RNA binder	SIAE inh	TDP2 absorb	PRMT1 FP inh	HTRA1 inhibitor	TCR CD3 inh	MBD2 DNA inh	GC-B act	ABHD4 inh
CCc1cccc(C)c1NC(=S)NCc1ccc2c(c1)cc(C)n2C	3	19	4	6	1	23	11	-4	1	9
CC#CC(=O)N1CCC(CO)(CCc2ccccc2)CC1	1	-3	2	7	-1	0	6	1	2	0
Cc1ccc(S(=O)(=O)Nc2cccc(C(=O)NCCCN3CCOCC3)c2)cc1F	-1	-2	5	6	4	-7	-4	1	1	7
O=C(COc1cccc(C(F)(F)F)c1)Nc1cccnc1	1	0	2	-6	0	1	1	1	4	0
COc1cc(C2C(C#N)=C(N)Oc3c2ccc2ccccc32)ccc1OCC(=O)Nc1cccc(C)c1 (stereo not given)	5	53*	-40	3	3	-90	2	2	4	-23
CCOc1ccc(-c2noc(-c3cccnc3)n2)cc1OCC	-4	0	-8	-10	0	·	-8	3	-1	-5
Cc1nc2ccccc2n1CCOc1ccc(F)cc1	1	1	1	6	1	1	-5	0	8	-3
CN1C(=O)N(CC(=O)NCc2ccc(Cl)cc2Cl)C(=O)C12CCCCC2	-2	2	-1	3	0	0	1	-7	2	1
COc1ccc(NC(=O)C(c2ccc(C(F)(F)F)cc2)n2c(=O)c(-c3cc4ccccc4[nH]3)nc3ccccc32)cc1 (stereo not given)	3	20	-19	2	2	·	13	-2	-7	-23
NNC(=O)CNC(c1ccccc1)c1cc(Br)ccc1NC(=O)c1ccc(Br)cc1 (stereo not given)	-3	4	-7	2	1	-51	-2	2	-7	-1
CSc1ccc(C(C(C(=O)c2cccs2)N2CCOCC2)N2CCOCC2)cc1 (stereo not given)	1	4	-1	-8	1	-11	7	-5	-2	-5
Nc1nnc(CCOc2ccccc2Cl)s1	2	0	1	-3	0	-4	9	4	-3	-4
COC(=O)c1ccc(CSc2nc(-c3ccccc3)cs2)o1	-3	-1	-3	-3	-1	-18	2	0	7	-5

(further entries)
Order of results: LEDGF integ inh, rCAG RNA binder, SIAE inh, TDP2 absorb, PRMT1 FP inh, HTRA1 inhibitor, TCR CD3 inh, MBD2 DNA inh, GC-B act, ABHD4 inh
- CC(OC(=O)/C=C/c1cccs1)C(=O)Nc1ccc(C(N)=O)cc1 (stereo not given)
 : -4, 0, 4, 4, -1, -5, -2, -1, -3, 3
- O=C(NCc1ccccn1)[C@@H]1CCCN1C(=O)[C@@H]1CCCN1C(=O)c1cccs1
 : 5, 1, 0, 10, -7, ·, 7, -5, -2, 5
- O=C(N/N=C/C=C/c1ccccc1)c1cc2c(ccc3ccccc32)o1
 : -8, 3, -4, 5, -3, -6, 1, 2, -23, -4
- O=C(Nc1ccccc1)c1ccc(NCCN2CCOCC2)c(S(=O)(=O)N2CCOCC2)c1
 : -1, -2, 1, -1, -1, -20, 1, -2, 1, 0
- Cc1cc(C(=O)COC(=O)c2ccc[nH]c2=O)c(C)n1-c1ccccc1F
 : -3, 0, -2, -11, 4, 1, -4, 4, -3, 8
- Cc1ccccc1NC(=S)N(Cc1ccccc1)Cc1cccnc1
 : 3, -2, -1, 2, -3, 6, 4, -4, -4, -1
- CCc1sc(C(=O)Nc2ncccc2O)cc1C
 : -3, -3, 5, 7, 3, 4, -1, 3, 0, 3
- COc1ccccc1C(=O)N1CCN(C(=O)[C@H](CCc2ccccc2)NC(=O)[C@H]2O[C@@H](n3cnc4c(N)ncnc43)[C@H](O)[C@@H]2O)CC1
 : 0, 1, 1, 3, 0, ·, 1, 4, -7, -3
- COc1cc2ccccc2cc1C(=O)Nc1ccccc1Cl
 : 6, 18, 0, -8, -6, -41, 2, -3, -3, -10
- CCCNC(=O)COC(=O)c1cc(C)nc2ccccc12
 : -4, -4, -4, -5, 1, 0, 13, 0, 3, -2
- COc1ccc(COC(=O)N/N=C(\C)CC(=O)Nc2c(C)cc(C)cc2C)cc1
 : 1, -3, 2, 4, -2, -11, 4, 0, 5, -4
- COc1ccc(CNC(=O)C2CC(C)=C(C)CC2C(=O)O)cc1 (stereo not given)
 : 3, 1, 2, 3, -1, 4, 3, 2, 0, 2
- CCOC1CS(=O)(=O)CC1OCC (stereo not given)
 : -1, 0, 3, 9, 0, 3, -2, 4, -3, 2
- CCC(C)(C)NC(=O)Nc1cc(Cl)ccc1OC
 : 1, -2, -5, 4, -4, -8, 0, -5, 3, -5
- CC(=O)c1ccc(NC(=O)NC2CCCCN(Cc3cccc(Cl)c3)C2=O)cc1 (stereo not given)
 : 7, 5, -31, -17, -4, ·, ·, -7, -7, -15
- CC(=O)C1=CCC(c2ccc(C)o2)N(S(=O)(=O)c2ccc(C)cc2)C1 (stereo not given)
 : 6, 2, 0, -1, 6, ·, 2, 0, 4, 3
- O=C(CSc1ccccc1C(=O)N1CCCCC1)NCC1CCCCC1
 : 3, -6, -9, -3, 7, -1, -3, 1, 2, 4
- Cc1c(C(=O)OC2CCCCC2)sc2nc[nH]c(=O)c12
 : -1, 3, 0, -13, 1, -8, -2, 3, -2, -6
- O=C(c1cccs1)N1CCCC(c2nc3c(nnn3Cc3c(Cl)cccc3Cl)c(=O)[nH]2)C1 (stereo not given)
 : 2, 2, -7, 5, 1, -18, -6, 6, 4, 4
- COc1ccc(C(=O)N/N=C/c2ccc(N3CCOCC3)s2)cc1OC
 : -1, 2, 12, -11, -2, 8, 3, -9, -11, 0
- CC(C)c1ccc(NC(=O)COC(=O)C2CC3C=CC2C3)cc1 (stereo not given)
 : 5, -3, -4, -9, -4, -7, -1, -4, 10, -4
- Cc1ccc(OCC(=O)OC(C)CN2CCCCC2)cc1 (stereo not given)
 : 2, 3, 0, 7, -1, 2, 12, -2, 2, 0
- O=C(NCC1CCCO1)c1ccc2c(=O)n(Cc3ccco3)c(SCC(=O)N3CCCC3)nc2c1 (stereo not given)
 : 1, -1, 4, 1, 0, 3, 11, -10, -4, 0
- O=c1c2c(-c3ccco3)csc2nc(SCc2cn3cccnc3n2)n1-c1ccccc1
 : 27*, 27, -6, 0, 37*, -3, 10, 7, 0, 2
- Cc1cc(-n2c(C)cc(C(=O)CSc3nnc4sc5ccccc5n34)c2C)no1
 : 6, 5, -10, -23, -3, 1, 4, 3, -13, -1
- COc1ccc([C@H]2CC(=O)C=C(c3cccc(OC)c3OC)C2)cc1OC
 : 2, -5, 2, 6, 1, -9, 1, -7, 5, 1
- Cc1cccc(-n2c(N)cc(=O)[nH]c2=S)c1
 : -1, 3, 6, -8, 0, -2, -5, 4, 2, 0
- CC(=O)OCCN(CCCn1c(-c2ccncc2)nc2ccccc21)c1nc(CN2CCCCC2)cs1
 : -1, -8, -4, -7, 1, -2, 1, -1, -11, -1
- COc1ccc(Cl)cc1NC(=O)N1CCN(c2ccccc2OC)CC1
 : -1, -10, -3, 1, 2, 2, -4, 2, -2, 1
- COc1ccccc1N1CCN(C(=O)C(=O)c2c(C)n(C)c3ccccc23)CC1
 : -1, -3, -3, 11, -2, 4, 0, -1, 3, 0
- COc1ccc(CN2CCC(n3nccc3NC(=O)CCc3ccccc3)CC2)c(C)c1C
 : 0, -6, 1, 8, 3, -6, 6, 8, -14, 8
- COC(=O)c1cn(C(=O)c2ccc(F)cc2)c2ccccc12
 : -5, 2, -3, 1, 2, 1, -2, 3, 3, -1
- NC(=O)CC(NC(=O)Cc1cccc2ccccc12)c1ccc(N2CCN(c3ccccc3)CC2)c([N+](=O)[O-])c1 (stereo not given)
 : 0, 6, 0, 1, -2, 1, 1, 3, 2, 8
- O=c1[nH]nc(SCCS(=O)(=O)c2ccc(F)cc2)n1-c1ccccc1C(F)(F)F
 : 2, -4, -3, 2, -8, 7, -3, 6, -1, 1
- COC(=O)c1ccc(N2C(=O)CC(NCc3ccccc3)C2=O)cc1 (stereo not given)
 : -3, 5, 4, 1, -2, 2, 0, -2, 2, -7
- CCOC(=O)C(=CNc1ccc2c(c1)CCN2C(C)=O)C(=O)OCC
 : 6, -3, -6, -22, 2, 1, 6, 3, 16, -6

Compound activity as filed in PubChem.
